Compound activity as filed in PubChem.
Mtb FBA inh: Mtb FBA enzyme inhibitors, primary screen, biochemical, fluorescence, strain H37Rv; Fructose-bisphosphate aldolase (Mycobacterium tuberculosis (strain ATCC 25618 / H37Rv)), …; purified M. tuberculosis FBA, fluorescence read-out; actives 2.3% (n = 360,000); inhibition, % at 1 µM; in the data active = inhibition above about 27%;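 also: 0% = vehicle and 100% = reference inhibitor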
Target sequence (P9WQA3 whole entry, looked up): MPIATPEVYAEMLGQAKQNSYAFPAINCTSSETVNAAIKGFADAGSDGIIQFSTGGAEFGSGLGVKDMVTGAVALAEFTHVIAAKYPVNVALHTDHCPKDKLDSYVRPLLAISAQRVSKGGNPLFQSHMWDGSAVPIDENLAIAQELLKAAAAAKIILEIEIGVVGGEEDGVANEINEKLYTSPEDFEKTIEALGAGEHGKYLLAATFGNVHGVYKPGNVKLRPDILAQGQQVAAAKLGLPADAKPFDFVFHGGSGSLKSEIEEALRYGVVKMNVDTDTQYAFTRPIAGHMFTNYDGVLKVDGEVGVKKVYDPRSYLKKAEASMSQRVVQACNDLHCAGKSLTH
Anthrax LF inh2: Bacillus anthracis LF protease inhibitors, primary screen, biochemical, multiplex microsphere, MLPCN library; multiplex microsphere protease cleavage assay; inhibition, % at 10 µM; actives 0.12% (n = 360,000); AID 588501, 2011; also: plate controls were buffer without enzyme for full effect and enzyme alone for no effect
Mtb UGM inh: M. tuberculosis UGM enzyme inhibitors, primary screen, biochemical, fluorescence polarization, single point. purified UGM, fluorescence polarization probe displacement. inhibition, % at 10 µM. actives 0.06% (n = 320,000). AID 504406, 2011; in the data active = inhibition above about 10%, passing the limit was not always enough; inconclusive = no clear call, values can overlap the other calls
Target sequence (P9WIQ1 whole entry, looked up): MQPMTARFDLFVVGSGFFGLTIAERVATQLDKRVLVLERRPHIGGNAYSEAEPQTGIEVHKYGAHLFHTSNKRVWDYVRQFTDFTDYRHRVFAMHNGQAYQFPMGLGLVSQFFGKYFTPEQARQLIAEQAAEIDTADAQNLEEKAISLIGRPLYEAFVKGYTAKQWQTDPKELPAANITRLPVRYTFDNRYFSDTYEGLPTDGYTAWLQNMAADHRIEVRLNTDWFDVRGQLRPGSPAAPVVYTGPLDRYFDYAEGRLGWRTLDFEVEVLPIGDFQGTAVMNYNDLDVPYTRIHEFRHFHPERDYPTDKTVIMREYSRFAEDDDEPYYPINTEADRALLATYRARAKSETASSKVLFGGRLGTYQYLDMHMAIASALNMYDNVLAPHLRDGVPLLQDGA
BoNT-A LC inh2: BoNT/A light chain protease inhibitors, primary screen, biochemical, flow cytometry, MLPCN library; actives 0.17% (n = 360,000); AID 588499, 2011; multiplex microsphere protease substrate cleavage; Botulinum neurotoxin type A light chain protease (Clostridium botulinum A str. ATCC 3502); inhibition, % at 10 µM; also: plate controls were buffer without enzyme for full effect and enzyme alone for no effect
GDH-TPI counter: GDH-TPI coupling enzyme inhibitors, primary screen, artefact control for M. tuberculosis FBA inhibitor project, biochemical, absorbance, full deck. GDH-TPI coupled enzyme counterscreen, NADH absorbance. actives 1.2% (n = 360,000). inhibition, % at 4.8 µM; in the data active = inhibition above about 30%;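 also: 0% = DMSO wells and 100% = wells lacking the enzyme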
FadD28 FP inh: inhibitors of FadD28 bisubstrate probe binding, primary screen, biochemical, fluorescence polarization, single point | inhibition, % at 12.5 µM | actives 0.22% (n = 360,000) | Mycobacterium tuberculosis FadD28 fatty-acid-AMP ligase; in the data active = inhibition above about 8.5%, passing the limit was not always enough; inconclusive = no clear call, values can overlap the other calls
PfHsp40 yeast: rescue of yeast from PfHsp40 toxicity, primary screen, S. cerevisiae, ATP luminescence; S. cerevisiae expressing PfHsp40, growth rescue; actives 0.68% (n = 340,000); AID 504582, 2011; growth rescue, % at 12.5 µM; in the data active = growth rescue above about 28%, passing the limit was not always enough; inconclusive = no clear call, values can overlap the other calls;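 also: yeast W303a lacking pdr1 and pdr3 grown in galactose medium; growth measured after three days at 30 °C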
BoNT F protease: BoNT/F light chain protease inhibitors, primary screen, biochemical, flow cytometry, MLPCN library | Botulinum neurotoxin type F light chain protease (Clostridium botulinum) | Multiplex microsphere protease cleavage assay | inhibition, % at 10 µM | actives 0.22% (n = 360,000); in the data active = inhibition above about 35%, passing the limit was not always enough; inconclusive = no clear call, values can overlap the other calls; also: plate controls were buffer without enzyme for full effect and enzyme alone for no effect
Mtb BioA inh: M. tuberculosis BioA enzyme inhibitors, primary screen, biochemical, plate reader, single point, HTS; purified M. tuberculosis BioA enzyme; inhibition, % at 9.99 µM; actives 0.096% (n = 360,000); AID 602481, 2012; in the data active = inhibition above about 40%; inconclusive = no clear call, values can overlap the other calls
The depositor's hits bear a star; ? = inconclusive; nt = no result given. Rule as the data show it, unless noted: active = inhibition above about 30%; inconclusive = no clear call, values can overlap the other calls; inactive = below that.

1: COc1ccc(NC(=O)Cn2nnc3ccccc32)c([N+](=O)[O-])c1
2: O=C(Nc1ccc(F)cc1F)c1noc2c1CCC2
3: CCCn1c(N)c(C(=O)CSc2nnc3ccccn23)c(=O)[nH]c1=O
4: COc1ccccc1/C=C/C1=NC(=C\N(C)C)/C(=O)O1
5: Cc1nc(-c2ccc(C(F)(F)F)cc2)sc1C(=O)NN
6: COc1ccccc1C(=O)N/C(=C\c1cn(C)c2ccccc12)C(=O)N1CCCC1
7: COC(=O)c1ccc(OC(=O)c2cccs2)cc1
8: Cc1ccc(CC2CC(=O)N(c3ccc4c(c3)OCCO4)C2=O)cc1 (configuration not stated)
Assay by compound	1	2	3	4	5	6	7	8
Mtb FBA inh	2	1	-1	12	0	-1	-1	3
Anthrax LF inh2	-1	-2	-3	0	-9	2	0	-4
Mtb UGM inh	0.7	2.5	-0.3	-1.8	-1.1	2.2	-0.7	-1.1
BoNT-A LC inh2	0.2	-0.1	-0.1	0.9	?	-2.0	-1.6	-0.1
GDH-TPI counter	3	-13	4	32*	-4	18	-4	1
FadD28 FP inh	-0.2	-0.1	-0.9	-1.0	-1.0	-0.8	1.5	-3.2
PfHsp40 yeast	-1.6	-2.1	5.4	-0.1	-0.1	-1.1	-1.3	-0.3
BoNT F protease	4	6	-3	-5	?	-3	-5	-15
Mtb BioA inh	nt	-1.1	nt	-0.6	nt	3.4	nt	1.0

9: O=c1[nH]c(Cc2ccccc2)nc2scc(-c3ccccc3)c12
10: CN(CC(=O)Nc1ccc(F)c(F)c1F)C1CCCCC1
11: O=C(Oc1cccc(N2C(=O)C3C4c5ccccc5C(c5ccccc54)C3C2=O)c1)c1ccco1 (configuration not stated)
12: Cc1ccc(Cn2c(CN3CC(C)OC(C)C3)nc3c2c(=O)n(C)c(=O)n3C)cc1 (configuration not stated)
13: N#Cc1nnn(Cc2ccccc2)c1N
14: Cc1nc2c3cc(Cl)ccc3n(CCN3CCOCC3)c2s1
15: CCOc1cc(/C=C(\C#N)C(=O)Nc2cccc(C(=O)O)c2)cc(Br)c1OC(=O)c1ccc(OC)cc1
16: Cn1c(CC2Sc3ccccc3NC2=O)nnc1SCC(=O)c1ccc(Cl)cc1 (configuration not stated)
Assay by compound	9	10	11	12	13	14	15	16
Mtb FBA inh	5	0	0	3	1	-4	19	0
Anthrax LF inh2	-5	11	0	-5	0	-11	-1	4
Mtb UGM inh	-1.6	-1.3	0.8	0.2	0.2	-3.6	-0.2	1.3
BoNT-A LC inh2	0.6	0.1	-0.5	0.6	-1.0	?	1.1	0.6
GDH-TPI counter	1	12	11	9	-8	-6	15	-2
FadD28 FP inh	-1.4	-1.5	1.3	-0.8	-3.0	-3.0	-9.0	-4.8
PfHsp40 yeast	-0.7	0.2	2.5	-0.4	5.8	-0.4	1.5	-0.3
BoNT F protease	0	1	-7	3	-5	?	5	6
Mtb BioA inh	-1.1	1.2	nt	0.8	nt	nt	3.1	nt

17: Nc1c(C(=O)Nc2ccc3c(c2)OCCO3)nnn1Cc1cccc(Br)c1
18: Cc1ccc(C(=O)OCC(=O)Nc2cc(C(C)(C)C)no2)c(C)c1
19: O=C(NCCCN1CCCC1)[C@H](CSCc1ccccc1)N1Cc2ccccc2C1=O
20: CC(C)(C)NC(=O)C1Cc2ccccc2CN1C(=O)Nc1cccc(Cl)c1 (configuration not stated)
21: COc1cc2c(cc1[N+](=O)[O-])-c1ccc([N+](=O)[O-])cc1C2=NNC(N)=S
22: CCCCn1cnc2c(SCc3cccc(F)c3)nc(N)nc21
23: COc1ccccc1N(CC(N)=O)S(=O)(=O)c1ccc(C)cc1
24: Cc1cc(C)c2c(C)nn(-c3ccccc3)c2n1
Assay by compound	17	18	19	20	21	22	23	24
Mtb FBA inh	-1	4	-2	-1	-6	-2	1	23
Anthrax LF inh2	-3	4	4	-6	-6	-4	-5	-7
Mtb UGM inh	1.8	3.5	3.2	1.8	nt	nt	0.7	0.5
BoNT-A LC inh2	-1.5	-0.6	-0.7	0.2	-0.6	0.5	-0.8	-2.1
GDH-TPI counter	2	-4	3	6	18	4	19	3
FadD28 FP inh	-2.5	1.7	0.2	-1.5	-0.5	-5.7	-0.9	-2.5
PfHsp40 yeast	0.9	0.7	-0.2	-0.5	nt	-1.4	-0.1	1.2
BoNT F protease	-12	-8	1	-7	-4	-7	-11	-35
Mtb BioA inh	nt	-1.9	nt	-0.1	-1.8	2.6	nt	0.1

25: COc1ccc(/C=C/CN2CCCC(CCC(=O)NCc3ccc(F)c(F)c3)C2)cc1 (configuration not stated)
26: C=CCn1c(SCC(=O)Nc2ccc(C(=O)OC(C)C)cc2)nnc1-c1cccs1
27: Cc1noc(C)c1S(=O)(=O)NC(=O)C1(C)CCN1C(=O)Cc1ccc(Cl)cc1Cl (configuration not stated)
28: CCc1ccc(Nc2oc(C)cc(=O)c2C(C)=O)cc1
29: COCCCNC(=O)Cn1cnc2sc(C)c(S(=O)(=O)N3CCN(c4ccccc4OC)CC3)c2c1=O
30: CCOc1ccc2nc(SC(C)C(N)=O)[nH]c2c1 (configuration not stated)
31: O=C(COc1ccccc1)NC1=NCCS1
32: Cn1c(SCC(=O)NNC(=O)c2ccc(Br)cc2)nnc1-c1cccnc1
Assay by compound	25	26	27	28	29	30	31	32
Mtb FBA inh	2	-10	0	-1	1	1	-1	2
Anthrax LF inh2	-2	-1	2	-4	-2	0	-5	-2
Mtb UGM inh	-0.2	-0.4	nt	0.9	-1.7	1.4	-1.9	0.3
BoNT-A LC inh2	-2.6	0.7	0.3	-0.6	-0.1	-1.2	0.1	-0.7
GDH-TPI counter	-1	9	-7	4	-9	3	7	-1
FadD28 FP inh	-3.4	0.1	-1.3	-1.4	-0.2	-0.2	0.5	-1.3
PfHsp40 yeast	1.2	0.2	nt	-0.3	0.3	0.6	-0.5	-0.8
BoNT F protease	-8	5	-4	-12	-6	-7	4	-3
Mtb BioA inh	nt	-6.8	-0.5	0.6	0.7	nt	-3.8	nt

33: Cc1ccc(NC(=S)c2ccncc2)c(C)c1
34: CCNC(=O)N(CC)C[C@H]1N[C@@](Cc2ccccc2)(C(=O)OC)[C@H]2C(=O)N(C)C(=O)[C@@H]12
35: COc1ccc(NC(=O)c2cc(-c3ccccc3)nc3c2cnn3C(C)C)cc1
36: COC(=O)c1c(O)c2ccccc2[nH]c1=O
37: COc1ccccc1N1CCN(C2CC(=O)N(c3ccc(F)cc3)C2=O)CC1 (configuration not stated)
38: CCN(CC)c1ccc(C2Nc3cccc4cccc(c34)N2)c(O)c1
39: CC(=O)Nc1nc(-c2ccccc2)nc(-c2ccccc2OC(C)=O)n1
40: CN1CCN(C(=O)c2cc(Cl)cc(Cl)c2)CC1
Assay by compound	33	34	35	36	37	38	39	40
Mtb FBA inh	-5	-3	-1	2	1	-2	1	-4
Anthrax LF inh2	0	1	-1	4	-10	-7	-4	-9
Mtb UGM inh	0.7	0.0	1.1	1.5	1.7	-0.8	-0.5	3.8
BoNT-A LC inh2	-1.1	-0.4	0.5	7.6	-1.5	-0.7	1.0	0.4
GDH-TPI counter	-1	4	15	8	7	21	-2	3
FadD28 FP inh	-2.7	-2.7	0.2	-0.4	-0.3	-0.1	nt	-3.0
PfHsp40 yeast	-0.4	-0.2	-1.0	0.6	-1.4	19	2.2	-0.5
BoNT F protease	-3	2	-4	12	-6	-13	3	?
Mtb BioA inh	0.1	-0.5	-1.6	-2.6	-5.6	-2.1	1.2	1.3

Reprinted from the part before: 3 compounds, then new ones.
38: CCN(CC)c1ccc(C2Nc3cccc4cccc(c34)N2)c(O)c1
39: CC(=O)Nc1nc(-c2ccccc2)nc(-c2ccccc2OC(C)=O)n1
40: CN1CCN(C(=O)c2cc(Cl)cc(Cl)c2)CC1
41: COc1cccc(CN2CC(C(=O)NCCC3=CCCCC3)CCC2=O)c1 (configuration not stated)
42: Nc1cnccc1Oc1cccc(C(F)(F)F)c1
43: COc1ccc(-c2nc(CN3CCC(C(=O)N4CCOCC4)CC3)c(C)o2)cc1C
44: CC12CC3CC(C)(C1)CC(C(=O)N1CCCC1)(C3)C2
45: COc1ccc(OCCSc2nnc(CC(=O)Nc3cccc(Cl)c3Cl)n2C)cc1
46: Cc1ccc(-c2nn(-c3ccccc3)cc2C(=O)Nc2cccc(S(=O)(=O)N3CCOCC3)c2)cc1
47: CCCOC(c1ccccc1)(c1ccccc1)C(Oc1nc(C)cc(C)n1)C(=O)O (configuration not stated)
48: C=C(Br)Cn1cnc2ccccc21
Assay by compound	38	39	40	41	42	43	44	45	46	47	48
Mtb FBA inh	-2	1	-4	1	1	2	-3	-3	2	1	0
Anthrax LF inh2	-7	-4	-9	0	-4	-1	-12	-5	-4	-6	-6
Mtb UGM inh	-0.8	-0.5	3.8	2.1	-4.6	1.5	1.0	-1.4	0.7	-2.5	3.0
BoNT-A LC inh2	-0.7	1.0	0.4	-1.1	-0.6	-2.0	-9.2	-0.9	-0.7	-3.3	-0.5
GDH-TPI counter	21	-2	3	3	-5	6	17	1	12	-1	-2
FadD28 FP inh	-0.1	nt	-3.0	0.2	-0.8	-2.9	-3.6	-2.4	-1.3	-2.3	-3.7
PfHsp40 yeast	19	2.2	-0.5	0.1	-1.1	13	-1.5	0.7	1.2	2.4	-1.2
BoNT F protease	-13	3	?	-4	0	0	?	-9	-2	?	2
Mtb BioA inh	-2.1	1.2	1.3	0.7	nt	0.1	-0.5	0.2	nt	4.2	nt

49: Cc1ccc(CS(=O)(=O)CCC(=O)NC2CC2)cc1
50: O=C(c1ccccc1)c1ccc(C(=O)N2CCOCC2)cc1
51: CC(=O)Nc1ccc(S(=O)(=O)N2CCN(C(=O)Cc3ccccc3)CC2)cc1
52: Nc1[nH]c(=O)[nH]c(=O)c1N=Nc1cccc(Cl)c1
53: CCC1CCc2sc(C(=O)N3CCN(c4ccccn4)CC3)cc2C1 (configuration not stated)
54: CC(=O)CC(C)(C)NC(C)=S
Assay by compound	49	50	51	52	53	54
Mtb FBA inh	1	0	-2	-3	1	-1
Anthrax LF inh2	1	-2	1	-1	-2	-3
Mtb UGM inh	1.1	1.6	-0.6	-0.8	0.3	-0.1
BoNT-A LC inh2	0.8	0.6	-0.2	-1.0	-1.1	?
GDH-TPI counter	-4	3	9	4	5	-1
FadD28 FP inh	0.2	0.0	0.9	0.0	-1.9	-3.1
PfHsp40 yeast	0.9	-0.6	0.2	-1.2	3.3	-0.5
BoNT F protease	11	2	-18	-5	5	?
Mtb BioA inh	0.3	0.9	nt	nt	-0.3	-0.5
